GPR55 antagonists: inhibition of LPI-stimulated GPR55 beta-arrestin translocation – imaging, U2OS, beta-arrestin-GFP, LPI agonist, primary screen (AID 2013) | 290,000 compounds, 0.13% hits | U2OS GPR55 beta-arrestin-GFP translocation imaging, LPI antagonism; higher % means a stronger effect | one-dose inhibition, % at 10 µM; IC50 in µM for titrated hits;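 active means spots per cell inhibited over 60%, with over 100 cells counted and total cytoplasm intensity under 500,000; inconclusive means wells with under 100 cells, flagged as likely toxic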;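 further: U2OS cells stably carrying GPR55 and arrestin-GFP stimulated by 5 µM LPI near EC80; imaged beta-arrestin-GFP aggregate spots per cell after agonist stimulation; plate controls were LPI-stimulated DMSO wells for no effect and DMSO wells without LPI for full effect; some results filed as inactive read as strong as hits; confirmed hits need IC50 under 10 µM and bright autofluorescent wells are also inconclusive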
HIV fusion peptide: inhibitors of HIV fusion peptide binding, primary screen, biochemical, uHTS, fluorescence dequenching (AID 1986). 290,000 compounds, 0.3% hits. cell-free peptide binding, fluorescence dequenching, 30 min; higher % means a stronger effect. inhibition, % at 20 µM, or IC50 in µM where a hit was titrated; in the data active means inhibition mostly above about 52%, no sharp cut-off; inactive means mostly below about 76%; further: some results filed as inactive read as strong as hits
KOR beta-arrestin-1: kappa opioid receptor blockers – cell-based, luminescence, uHTS (AID 1778). 290,000 compounds, 0.091% hits. KOR beta-arrestin recruitment, luminescence, antagonist mode; higher % means a stronger effect. one-dose inhibition, % at 10 µM; IC50 in µM for titrated hits; in the data active means inhibition above about 50%; further: strong numbers were not always called active
West Nile virus CPE: West Nile virus antiviral activity, cell-based, CPE readout (AID 1621) | West Nile virus-infected cells, CPE inhibition; higher % means a stronger effect | one-dose CPE inhibition, % at 10 µM; IC50 in µM for titrated hits | 290,000 compounds, 0.02% hits; in the data active means a potency from the dose series; inconclusive means CPE inhibition mostly from about 3.7% at the one dose, without a potency; inactive means the rest, 99 in 100 with CPE inhibition below about 2.2%; further: strong numbers were not always called active
NOD1 NF-kB reporter: inhibition of NOD1-driven NF-kB reporter – cell-based, luminescence, uHTS, primary screen (AID 1578) | NOD1-driven NF-kB luciferase reporter cells, luminescence; higher % means a stronger effect | one-dose inhibition, % at 4 µM; EC50 in µM for titrated hits | 290,000 compounds, 1% hits; in the data active means inhibition mostly above about 36%, no sharp cut-off; inactive means mostly below about 34%;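 further: HEK-293T reporter cells stimulated with the NOD1 agonist gamma-tri-DAP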
GPR35 antagonists: GPR35 antagonists blocking zaprinast-driven arrestin recruitment, primary screen, imaging, U2OS, beta-arrestin-GFP, zaprinast agonist (AID 2058); U2OS GPR35 beta-arrestin-GFP translocation imaging, zaprinast antagonism; higher % means a stronger effect; inhibition, % at 10 µM; hits with a dose series show IC50 in µM; 290,000 compounds, 0.052% hits;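 active means inhibition of at least 50% with at least 30 cells and total cytoplasm GFP at most 10,000,000; inconclusive means under 30 cells or total GFP of 10,000,000 plus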
GPR55 activation: selective activators of receptor GPR55 – imaging, U2OS cells, beta-arrestin-GFP redistribution, primary screen (AID 1961); U2OS GPR55 beta-arrestin-GFP redistribution imaging; higher % means a stronger effect; activation, % at 10 µM; hits with a dose series show EC50 in µM; 290,000 compounds, 0.048% hits;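 active means activation above 40% with more than 50 cells counted in the well; inconclusive means wells holding fewer than 50 cells, flagged as toxic or sparse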;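 further: U2OS osteosarcoma cells stably expressing GPR55 and beta-arrestin-GFP; plate controls were DMSO negative control for no effect and LPI positive control for full effect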
Dengue-2 NS5 capping: flavivirus cap methylation enzyme inhibition – biochemical, confirmation dose response, primary screen (AID 588689) | inhibition, % at 25 µM, or IC50 in µM where a hit was titrated | Dengue-2 NS5 methyltransferase capping enzyme assay, biochemical; higher % means a stronger effect | 340,000 compounds, 0.3% hits; in the data active means a potency from the dose series; inconclusive means inhibition above about 29% without an active follow-up result
KOR beta-arrestin-2: kappa opioid receptor activators – cell-based, luminescence, uHTS, primary screen (AID 1777). KOR beta-arrestin recruitment, luminescence; higher % means a stronger effect. activation, % at 10 µM, or EC50 in µM where a hit was titrated. 280,000 compounds, 0.02% hits; in the data active means activation above about 50%, passing the limit was not always enough; further: a part of the inactive calls stands beside numbers as strong as those of hits
Dengue-2 NS5 capping pilot replicate: second read-out of Dengue-2 NS5 capping, no call of its own (marks repeat the call); inhibition, %; measured here: pilot screen replicate inhibition
An asterisk follows results filed as active; ? = inconclusive; . = not tested or not shown; [ ] = remark or other dose.

SMILES	GPR55 antagonists	HIV fusion peptide	KOR beta-arrestin-1	West Nile virus CPE	NOD1 NF-kB reporter	GPR35 antagonists	GPR55 activation	Dengue-2 NS5 capping	KOR beta-arrestin-2	others
Cc1cc(C)nc(NC(N)=S)n1	5%	2.1%	-6%	0.7%	2%	-9%	0.2%	-2%	-4.6%
CC1(C)CC2(CC(c3ccccc3)Oc3cc(O)ccc32)NC(=S)N1 (centres undefined)	-1%	1.6%	11%	-0.8%	-19%	-3%	0.2%	8%	-1.9%
Cc1ccc(S(=O)(=O)N2CCCC2CO)cc1 (centres undefined)	8%	-1.5%	4%	0.0%	-12%	4%	-0.1%	-6%	1.9%
O=[N+]([O-])c1ccc(Oc2ccc(S(=O)(=O)N3CCOCC3)cc2)cc1	-2%	-0.6%	-13%	-0.7%	-16%	-10%	-0.1%	1%	-1.0%
COc1cccc(NC(=O)c2ccccc2N(Cc2ccccc2)S(C)(=O)=O)c1	7%	1.5%	-27%[20 µM]	-0.8%	-21%	-7%	0.1%	-8%	-4.3%
CC(Sc1nnc(COc2ccc([N+](=O)[O-])cc2)n1C)C(=O)O (centres undefined)	0%	1.5%	9%	1.1%	-21%	4%	-0.2%	-4%	0.8%
CCCCC(=O)Nc1ccc(C(=O)NNC(=O)c2cccs2)cc1	12%	-1.1%	8%	0.4%	-13%	-3%	-0.1%	3%	-3.2%
CCOc1ccc(N(CC(=O)NCC2CCCO2)S(=O)(=O)c2ccc(OC)c(OC)c2)cc1 (centres undefined)	5%	2.1%	40%	0.3%	-31%	0%	-0.1%	-4%	2.7%
COC(=O)c1cc(-c2cccc(OC)c2)n[nH]1	3%	1.0%	-12%	0.4%	-34%	-6%	0.0%	4%	0.3%
CCc1ccc2[nH]c(=O)c(CN(CCN(CC)CC)C(=S)NCc3ccco3)cc2c1	1%	0.4%	-24%	0.2%	11%	9%	0.6%	-5%	9.3%
CN=c1scc(C)n1/N=C/c1cc(Br)c(O)c(OC)c1	-7%	-1.5%	19%	-0.4%	-43%	-13%	-0.2%	0%	-3.3%
Cc1ccc(C)c(CSc2nnc(C)c(=O)[nH]2)c1	-7%	0.9%	3%	-0.8%	-46%	16%	-0.4%	-4%	1.2%
CC(NC(=O)Cc1cccs1)c1ccccc1 (centres undefined)	14%	2.0%	-13%	-0.5%	-35%	7%	0.5%	6%	-4.5%
CCCN(CCC)S(=O)(=O)c1ccc(NS(C)(=O)=O)cc1	17%	-1.6%	-34%	-0.1%	-17%	-2%	0.5%	5%	0.3%
Cc1ccccc1NC(=O)CN1C(=O)CSc2ccc(S(=O)(=O)N3CCCCC3)cc21	9%	0.1%	-32%	-0.2%	0%	-6%	-0.1%	-8%	-1.2%
C/C(=N/OCC(=O)Nc1ccc(C)cc1C)c1cccs1	1%	-0.3%	-8%	0.1%	18%	11%	0.0%	-6%	-1.5%
CCc1cccc(C)c1NC(=O)C1=C(C(=O)O)CCCC1	-10%	-2.2%	-46%	-0.1%	-4%	-11%	-0.1%	2%	0.3%
CCN(Cc1ccccc1)Cc1ccc(OCc2ccccc2)cc1	19%	0.6%	-42%[20 µM]	-1.5%	-13%	-6%	0.5%	-2%	2.1%
CCC(C)N(C(=O)COC(=O)c1[nH]c(C)c(C(C)=O)c1C)C1CCS(=O)(=O)C1 (centres undefined)	13%	2.8%	-8%	-0.1%	-33%	9%	-0.2%	3%	4.7%
CSc1cccc(N2C(=O)C3CCCN3C2=S)c1 (centres undefined)	8%	3.5%	-7%	-0.3%	1%	-5%	-0.1%	-1%	-0.4%
CCCCOC(=O)c1ccc(NC(=O)CSc2nnnn2C)cc1	4%	1.2%	-36%[20 µM]	1.2%	-23%	15%	2.7%	.	.
CC(=O)C(Cc1ccc(Cl)nc1)(Cc1ccc(Cl)nc1)C(C)=O	3%	0.8%	-8%[20 µM]	0.0%	-22%	-16%	-0.1%	-11%	-1.6%
Cc1csc(NC(=O)CCCSc2nc3ccccc3s2)n1	-13%	-2.4%	-20%	-0.9%	.	1%	-0.1%	-4%	4.1%	Dengue-2 NS5 capping pilot replicate=-2.7
C=CCN(C(=O)CNC(=O)c1ccco1)C(C(=O)NC1CCCC1)c1cccs1 (centres undefined)	-6%	0.9%	2%[20 µM]	-0.6%	-22%	-9%	0.2%	-5%	-8.1%
CCOC(=O)N1CCN(C(=O)C2CCN(S(=O)(=O)c3cc(Cl)ccc3Cl)CC2)CC1	-4%	0.5%	16%	-1.0%	-22%	12%	-0.2%	-3%	-1.8%
Cc1cc(NC(=O)CCCN2C(=O)/C(=C/c3cccs3)SC2=S)no1	-7%	1.5%	-3%	.	-24%	-7%	0.1%	-2%	40%
CNC(=O)N1CCC(C(=O)c2c(C)c(C)c(C)c(C)c2C)CC1	2%	-0.2%	27%	-0.8%	-1%	2%	-0.2%	4%	-2.0%
COc1ccc(CNC(=O)C2CCN(S(=O)(=O)c3cccc4nsnc34)CC2)cc1	-2%	-0.2%	8%	-0.4%	-9%	6%	0.2%	-5%	-4.5%
CCOc1ccc(Cn2c(O)cc(=O)[nH]c2=O)cc1	1%	65%	30%	0.3%	-23%	4%	0.7%	-21%	0.5%
CCOc1ccc2nc(Cl)c(C3CC(c4ccco4)=NN3S(=O)(=O)c3ccccc3)cc2c1 (centres undefined)	-7%	-1.5%	36%	-1.4%	-14%	15%	0.7%	-3%	1.6%

Among those listed so far, these have a nitro group on carbon.
SMILES	GPR55 antagonists	HIV fusion peptide	KOR beta-arrestin-1	West Nile virus CPE	NOD1 NF-kB reporter	GPR35 antagonists	GPR55 activation	Dengue-2 NS5 capping	KOR beta-arrestin-2	others
O=[N+]([O-])c1ccc(Oc2ccc(S(=O)(=O)N3CCOCC3)cc2)cc1	-2%	-0.6%	-13%	-0.7%	-16%	-10%	-0.1%	1%	-1.0%
CC(Sc1nnc(COc2ccc([N+](=O)[O-])cc2)n1C)C(=O)O (centres undefined)	0%	1.5%	9%	1.1%	-21%	4%	-0.2%	-4%	0.8%

Further structures
SMILES	GPR55 antagonists	HIV fusion peptide	KOR beta-arrestin-1	West Nile virus CPE	NOD1 NF-kB reporter	GPR35 antagonists	GPR55 activation	Dengue-2 NS5 capping	KOR beta-arrestin-2	others
O=C(CCN1C(=O)/C(=C/c2ccccc2Cl)SC1=S)NN1CCOCC1	-21%	-1.1%	-54%	1.6%	-20%	18%	-0.1%	?	5.9%
COc1cc(SC)ccc1C(=O)N1CCN(c2ccccc2)CC1	-8%	-0.2%	24%[20 µM]	-0.6%	-8%	2%	0.2%	.	.
CCOC(=O)c1ccccc1NC(=O)C1CC(=O)N(C2CCCCC2)C1 (centres undefined)	-26%	3.2%	-21%	-1.3%	21%	-9%	0.2%	2%	4.3%
CC1CCN(C(=O)CSCC(=O)Nc2nc(-c3cccs3)cs2)CC1	8%	-0.7%	26%	0.4%	-24%	-1%	0.3%	-6%	3.8%
O=c1cc(C(F)(F)F)[nH]c(=S)n1-c1ccccc1	6%	-0.2%	28%	-0.7%	-3%	6%	0.7%	-9%	-24%
O=C(c1ccco1)N1CCN(Cc2nnnn2CC2CCCO2)CC1 (centres undefined)	21%	-1.4%	5%[20 µM]	-0.2%	0%	12%	-0.1%	-8%	.
O=C(c1cc2ccccc2oc1=O)N(Cc1cccs1)Cc1cccs1	10%	-3.1%	-2%	-1.0%	-44%	-3%	0.3%	0%	-1.0%
O=c1[nH][nH]c(C(F)(F)F)c1/C=N/N1CCOCC1	4%	-2.2%	-6%	0.1%	-24%	18%	-0.2%	12%	-6.0%
C1=CCN(Cc2ccccc2)C1	-3%	0.4%	0%[20 µM]	0.2%	15%	-7%	0.3%	-2%	-2.0%
COc1ccccc1-c1ocnc1C(=O)N1CCN(S(=O)(=O)c2ccc(NC(C)=O)cc2)CC1	16%	-1.9%	22%	-0.6%	-18%	4%	0.6%	-2%	0.4%
Cc1nsc2c1ccc1ccccc12	13%	0.2%	-85%[20 µM]	0.8%	-29%	6%	0.2%	4%	.
CCOC(=O)N1CCC(NC(=O)C(NS(=O)(=O)c2ccc3c(c2)CCN3C(=O)CC)C(C)C)CC1 (centres undefined)	-3%	0.4%	10%	-0.2%	-36%	-16%	0.6%	-9%	8.7%
CCCCCCCc1n[nH]c(=S)n1Cc1ccccc1	12%	2.5%	7%	-0.3%	-1%	4%	0.3%	-6%	2.2%
C=CCNC(=O)CC(=O)N/N=C/c1ccc(F)cc1	4%	-1.3%	28%	-0.1%	-32%	-10%	0.4%	1%	-0.4%
Cc1ccccc1OCC(=O)N(CC(C)C)c1c(N)n(CC(C)C)c(=O)[nH]c1=O	7%	-1.9%	28%	0.2%	2%	4%	0.1%	3%	.
CCN(Cc1ccccc1)C(=O)COC(=O)CNC(=O)c1ccc(C)s1	6%	1.3%	25%	0.0%	-13%	-2%	0.1%	-5%	-2.2%
C=CCn1c(C)cc(C2=NNC(=NCC)SC2)c1C	5%	14%	10%	-0.1%	103%*	-4%	0.3%	0%	-0.2%
CCc1nc(Nc2ccc(F)cc2)c2oc3ccccc3c2n1	8%	3.2%	-7%	0.8%	-2%	-6%	0.0%	0%	0.0%
CCCCN1C(C(=O)Nc2ncccn2)=C(O)c2ccccc2S1(=O)=O	6%	0.6%	13%	0.4%	-10%	-9%	-0.1%	1%	-3.8%
COc1cccc(CNc2ncnc3cc(OC)c(OC)cc23)c1	1%	0.5%	24%	0.5%	9%	6%	-0.4%	-6%	-2.6%
O=C(CCS(=O)(=O)c1ccccc1)N1CCN(c2ccccc2)CC1	-19%	-0.4%	9%	-0.5%	-38%	6%	-0.1%	2%	-4.8%
CCc1nnc(NS(=O)(=O)c2ccc(N/C=C/C(=O)c3ccc(C)cc3)cc2)s1	3%	36%	-14%	2.5%	-17%	-16%	0.1%	2%	7.3%
CC(C)C(=O)NC(=S)Nc1ccc(S(=O)(=O)NC2CCCCC2)cc1	-7%	0.9%	-11%	-0.7%	33%	-6%	-0.1%	-5%	2.7%
CC(CNS(=O)(=O)c1ccccc1)Sc1ncccn1 (centres undefined)	5%	-1.3%	28%	0.5%	-2%	11%	0.4%	-9%	-1.8%
COc1ccc(-n2c(SCC(=O)N3CCOCC3)nc(O)c(Cc3ccccc3)c2=O)cc1	-3%	0.4%	10%	0.0%	2%	7%	-0.1%	4%	-7.2%
CCCn1cc(S(=O)(=O)CC(=O)N2CCc3ccccc32)c2ccccc21	-4%	-2.1%	26%	-1.0%	.	5%	-0.1%	-1%	0.6%
O=C(CSc1nnc(COc2ccccc2)o1)c1ccccc1	1%	5.9%	-2%	0.1%	-26%	7%	-0.2%	-6%	-5.2%
CCOC(=O)CCc1c(C)nc2c(c(C)nn2C(C)(C)C)c1C	-5%	2.9%	-50%	-0.3%	-9%	10%	-0.3%	-2%	1.8%

High-throughput results as filed in PubChem.

The list is partial. The share of hits here may be higher or lower than overall.
